# RSV CPE inhibition: RSV antiviral activity via CPE protection, HEp-2 cells, primary 10 µM value included (AID 2391); actives 0.13% (n = 310,000); HEp-2 cells, RSV-induced CPE inhibition; higher % means a stronger effect; one-dose CPE inhibition, % at 10 µM; IC50 in µM for titrated hits; in the data active = a potency from the dose series; note: strong numbers were not always called active
# NTR1 agonist: NTR1-driven beta-arrestin-GFP spot formation – imaging, U2OS cells, high content, primary screen (AID 493036) | P30989 | agonist mode | actives 0.17% (n = 330,000) | activation, % at 20 µM;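 active = activation at or above 40% of the spot to cytoplasm intensity ratio, with at least 20 cells analyzed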;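 note: 0% = DMSO without peptide and 100% = 100 nM NTR1 peptide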
# Target sequence (P30989 whole entry, looked up): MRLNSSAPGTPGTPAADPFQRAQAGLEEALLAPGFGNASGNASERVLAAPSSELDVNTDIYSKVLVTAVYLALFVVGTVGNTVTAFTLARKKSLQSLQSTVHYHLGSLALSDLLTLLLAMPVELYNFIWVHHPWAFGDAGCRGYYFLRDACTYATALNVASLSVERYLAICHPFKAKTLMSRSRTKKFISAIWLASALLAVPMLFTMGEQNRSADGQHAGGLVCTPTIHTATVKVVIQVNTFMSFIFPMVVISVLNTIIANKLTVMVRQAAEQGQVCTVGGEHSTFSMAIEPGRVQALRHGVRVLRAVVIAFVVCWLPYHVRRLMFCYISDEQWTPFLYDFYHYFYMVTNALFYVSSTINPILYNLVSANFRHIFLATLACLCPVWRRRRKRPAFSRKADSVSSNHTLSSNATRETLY
# UTI89 phage lysis: protection from phage-mediated lysis, alamar blue read-out – E. coli UTI89, K1F phage, bacterial capsule biogenesis inhibitors (AID 488966); actives 0.02% (n = 340,000); inhibition, % at 100 µM, or IC50 in µM where a hit was titrated; E. coli UTI89 K1F phage lysis, alamar blue, 2 h; higher % means a stronger effect;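 active = phage lysis inhibition, versus mean bacterial control, above a set limit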;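 note: capsule biogenesis inhibitors block K1F phage lysis so surviving cells raise fluorescence; higher fluorescence means more inhibition of phage lysis; actives were called in the ten point dose series up to 300 µM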
# Large T inhibition: SV40 large T antigen inhibitors, biochemical (AID 1903). SV40 large T antigen ATPase/helicase inhibition assay; higher % means a stronger effect. inhibition, % at 20 µM; hits with a dose series show IC50 in µM. actives 0.39% (n = 310,000); in the data active = a potency from the dose series; note: strong numbers were not always called active
# West Nile antiviral: West Nile virus antiviral activity, cell-based, CPE readout (AID 1621); West Nile virus-infected cells, CPE inhibition; higher % means a stronger effect; CPE inhibition, % at 10 µM; hits with a dose series show IC50 in µM; actives 0.02% (n = 290,000); in the data active = a potency from the dose series; note: strong numbers were not always called active
# Siah-1 displacement: Siah-1 peptide-binding antagonists, primary screen, biochemical, fluorescence polarization, rhodamine-plectin, uHTS (AID 1817) | actives 0.02% (n = 290,000) | one-dose displacement, % at 20 µM; IC50 in µM for titrated hits | Siah-1 / rhodamine-plectin peptide fluorescence polarization; higher % means a stronger effect;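 active = displacement of at least 50% at 20 µM, with a fluorescence ratio check between 0.3 and a set limit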;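 note: plate controls were Siah plus tracer with DMSO for no effect and tracer alone without Siah for full effect; strong numbers were not always called active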
# Rac1 GTP hydrolysis: MgcRacGAP GTPase-activating activity inhibitors, confirmation, biochemical, ADP Hunter fluorescence | MgcRacGAP-stimulated Rac1 GTP hydrolysis, ADP Hunter fluorescence; higher % means a stronger effect; GST-tagged Rac1 F28L mutant substrate | inhibition, % at 30 µM; hits with a dose series show IC50 in µM | actives 0.6% (n = 340,000);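 active = first-screen hits whose inhibition reached a set limit at any dose in the follow-up dose series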;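 note: fluorescence reports GDP produced by GAP-driven GTP hydrolysis; strong numbers were not always called active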
# AID2073: inhibitors of Mint1-CaV2.2 protein interaction, biochemical, HTRF (AID 2073). HTRF protein-protein interaction, Mint1-CaV2.2; higher % means a stronger effect. inhibition, % at 20 µM, or IC50 in µM where a hit was titrated. actives 0.19% (n = 290,000); in the data active = inhibition mostly above about 51%, no sharp cut-off; note: some results filed as inactive read as strong as hits
# NS5 inhibitors: Dengue-2 NS5 methyltransferase inhibitors, primary screen, biochemical, confirmation dose response (AID 588689); one-dose inhibition, % at 25 µM; IC50 in µM for titrated hits; Dengue-2 NS5 methyltransferase capping enzyme assay, biochemical; higher % means a stronger effect; actives 0.3% (n = 340,000); in the data active = a potency from the dose series
# NTR1 agonist cell count 20 µM: recorded beside NTR1 agonist, whose call it bears; cell count; measured here: cell count, cytotoxicity flag
# NS5 inhibitors pilot replicate: second read-out of NS5 inhibitors, no call of its own (marks repeat the call); inhibition, %; measured here: pilot screen replicate inhibition
# An asterisk follows results filed as active; x = no result given; [ ] = another dose, or the depositor's remark.
SMILES,RSV CPE inhibition,NTR1 agonist,NTR1 agonist cell count 20 µM,UTI89 phage lysis,Large T inhibition,West Nile antiviral,Siah-1 displacement,Rac1 GTP hydrolysis,AID2073,NS5 inhibitors,others
Cc1ccc2c(c1)c(N=Nc1ccc([N+](=O)[O-])cc1)c(O)n2C,-0.2%,-0.3,57,-0.3%,1.9%,0.0%,1.4%,-0.2%,7.9%,-6.5%,
COc1ccc([C@H]2CC(=O)C=C(c3ccc4c(c3)sc3ccccc34)C2)cc1,3.9%,6.3,58,-0.1%,x,x,x,11.9%,x,-3.3%,
Cc1ccc(-n2c(C(C)C)nc3oc4ccccc4c(=O)c3c2=O)cc1,2.4%,3.8,55,-0.4%,6.2%,0.0%,9.9%,0.9%,-11.6%,7.8%,
CC(C)(C)C(=O)NC1=NCCS1,1.5%,0.2,48,4.9%,4.4%,-0.1%,2.1%,6.0%,4.1%,-4.8%,
O=C1NC(=Nc2ccccc2)c2c1cccc2[N+](=O)[O-],0.9%,1.9,53,0.8%,3.4%,0.2%,-5.7%,6.7%,-2.4%,-8.0%,
COc1ccc(-n2c(C)cc(SC)c(C(C)=O)c2=S)cc1,2.7%,-0.4,61,2.5%,1.5%,-0.1%,-1.6%,7.4%,-9.6%,0.7%,
Cc1c(C(=O)NCc2ccccc2CN2CCCC2)oc2ccc(F)cc12,8.3%,2.0,74,0.7%[50 µM],x,x,x,12.0%,x,-12.3%,
Cc1ccc(S(=O)(=O)N2CCN(c3ccccc3)CC2)cc1C,4.2%,0.7,43,-0.4%,5.3%,-1.1%,1.9%,1.1%,-2.5%,-2.4%,
C=CC1CN(C(=O)OCC(Cl)(Cl)Cl)C2CC3c4ccc(OC)cc4NC3C3CC1C2CO3 (stereo not drawn),12.0%,6.0,109,x,15.4%,-0.3%,x,x,x,x,
CCOc1ccc(CN2CCNC(=O)C2CC(=O)NC2CCOCC2)cc1 (stereo not drawn),0.6%,-0.6,49,0.2%,29.5%,-0.7%,-0.2%,10.2%,9.6%,-5.5%,
CN(C)CCCN1C(=O)C(=O)/C(=C(/O)c2ccncc2)C1c1ccccc1 (stereo not drawn),1.0%,-0.2,39,-0.3%,x,0.1%,-2.5%,7.5%,-1.0%,-2.7%,
O=C(COC(=O)CCSc1ccc(Cl)cc1)NCc1ccccc1Cl,1.5%,1.0,50,0.7%,-3.7%,-0.7%,0.8%,2.9%,0.4%,-4.4%,
CCc1ccccc1NC(=O)CSc1nc2ccccc2n1CC(=O)N(C)C,x,x,x,4.8%,12.0%,-0.9%,0.9%,3.0%,-3.7%,0.0%,
O=C(O)C1CCC(=O)N1Cc1ccccc1Cl (stereo not drawn),0.4%,-0.1,57,0.1%,0.0%,0.2%,3.9%,4.4%,-0.7%,-8.1%,
Cc1cc(C(=O)COC(=O)C2COc3ccccc3O2)c(C)n1CC1CCCO1 (stereo not drawn),1.8%,-1.9,91,0.6%,3.2%,-0.3%,8.5%,3.1%,0.6%,-0.8%,
CCOc1cc(CO)ccc1OCC(=O)N1CCCCC1,2.2%,2.8,78,1.1%,6.4%,1.5%,3.9%,10.4%,-1.0%,2.4%,
O=C(Nc1cccc2ccccc12)c1ccccc1NS(=O)(=O)c1cccc2cccnc12,7.3%,9.6,85,1.3%[50 µM],9.5%,-0.5%,-3.6%,-0.4%,4.7%,-5.1%,
CC[C@@]1(C(=O)OC)N[C@H](CN(C)S(=O)(=O)c2ccc(F)cc2)[C@@H]2C(=O)N(C)C(=O)[C@@H]21,x,0.2,63,-0.5%,x,x,x,3.1%,x,3.6%,NS5 inhibitors pilot replicate=0.0
Cc1ccc(CN2C(=O)CCC2C(=O)NCc2ccccc2Cl)cc1 (stereo not drawn),1.3%,0.3,55,0.0%,-0.5%,0.3%,2.4%,2.3%,3.3%,-10.0%,
Cc1ccc(NC(=O)CN2CCC3(O)CCCCC3C2c2ccc3c(c2)OCO3)c(C)c1 (stereo not drawn),1.4%,3.7,57,0.4%,5.7%,0.3%,4.7%,-0.9%,7.9%,6.5%,

# Quoted at random: 6 compounds from above, in no set order.
SMILES,RSV CPE inhibition,NTR1 agonist,NTR1 agonist cell count 20 µM,UTI89 phage lysis,Large T inhibition,West Nile antiviral,Siah-1 displacement,Rac1 GTP hydrolysis,AID2073,NS5 inhibitors,others
O=C(COC(=O)CCSc1ccc(Cl)cc1)NCc1ccccc1Cl,1.5%,1.0,50,0.7%,-3.7%,-0.7%,0.8%,2.9%,0.4%,-4.4%,
CCOc1cc(CO)ccc1OCC(=O)N1CCCCC1,2.2%,2.8,78,1.1%,6.4%,1.5%,3.9%,10.4%,-1.0%,2.4%,
O=C(Nc1cccc2ccccc12)c1ccccc1NS(=O)(=O)c1cccc2cccnc12,7.3%,9.6,85,1.3%[50 µM],9.5%,-0.5%,-3.6%,-0.4%,4.7%,-5.1%,
O=C(O)C1CCC(=O)N1Cc1ccccc1Cl (stereo not drawn),0.4%,-0.1,57,0.1%,0.0%,0.2%,3.9%,4.4%,-0.7%,-8.1%,
CC[C@@]1(C(=O)OC)N[C@H](CN(C)S(=O)(=O)c2ccc(F)cc2)[C@@H]2C(=O)N(C)C(=O)[C@@H]21,x,0.2,63,-0.5%,x,x,x,3.1%,x,3.6%,NS5 inhibitors pilot replicate=0.0
CN(C)CCCN1C(=O)C(=O)/C(=C(/O)c2ccncc2)C1c1ccccc1 (stereo not drawn),1.0%,-0.2,39,-0.3%,x,0.1%,-2.5%,7.5%,-1.0%,-2.7%,

# The list goes on:
SMILES,RSV CPE inhibition,NTR1 agonist,NTR1 agonist cell count 20 µM,UTI89 phage lysis,Large T inhibition,West Nile antiviral,Siah-1 displacement,Rac1 GTP hydrolysis,AID2073,NS5 inhibitors,others
O=C(CCC(=O)c1ccc(F)cc1)Nc1cccc(Br)c1,0.3%,0.8,69,0.1%,17.6%,0.6%,-3.9%,3.1%,16.0%,-0.3%,
CN(C)c1cc(-c2cccc([N+](=O)[O-])c2)oc(=O)c1Cl,0.7%,1.1,42,0.3%,3.9%,0.2%,-5.0%,8.6%,-7.0%,0.8%,
Cc1onc(-c2c(Cl)cccc2Cl)c1C(=O)N=C(N)N1CC(C)OC(C)C1 (stereo not drawn),1.2%,0.4,46,0.7%,8.9%,-1.0%,-2.7%,5.7%,7.8%,-10.1%,
C=CCn1cccc(C(=O)Nc2ccc(OC)c(Cl)c2)c1=O,18.0%,3.0,94,-0.1%,1.1%,-1.0%,5.4%,10.8%,11.6%,-4.6%,
Cc1ccc(NC(=O)CSc2ccc(-c3ccccn3)nn2)cc1F,3.0%,-0.5,60,0.2%,12.0%,-0.6%,-1.8%,7.8%,4.6%,-5.3%,
CC1(C)OC(=O)N(c2cccnc2)C1(C)O (stereo not drawn),0.6%,-1.5,44,-0.3%,-0.5%,0.1%,1.8%,8.5%,3.4%,8.8%,
CCOCCOc1nc2c(c(=O)n(C)c(=O)n2C)n1CCc1ccccc1,0.5%,-0.5,52,0.0%,-16.2%,-0.6%,-1.1%,6.2%,-0.7%,-6.2%,
COc1ccc(C(=O)N2CCC(C(=O)c3c(C)cc(C)cc3C)CC2)cc1,x,1.8,51,-1.9%,1.7%,-1.1%,-2.5%,-1.2%,-7.7%,-3.1%,
CCCCn1c(=O)c(C(=O)c2ccccc2)nc2ccccc21,4.5%,1.3,92,0.1%,6.8%,-0.3%,5.0%,1.6%,-10.7%,-2.7%,NS5 inhibitors pilot replicate=0.6
COCCn1c(SCC(=O)Nc2c(C)n(C)n(-c3ccccc3)c2=O)nnc1-c1ccncc1,0.7%,-1.7,54,-0.3%,x,x,x,7.6%,x,-5.1%,
CCOc1ccc(Nc2cc(=O)n(C)c(=O)n2C)cc1,-0.1%,0.8,33,0.1%,10.9%,x,-0.6%,12.5%,0.1%,1.7%,
C=CCNC(=S)N/N=C/c1ccccc1OCCOc1ccccc1,0.3%,5.1,49,0.2%,6.4%,-0.9%,4.0%,8.4%,8.1%,2.3%,
CCOc1ccc2[nH]c3c(N4CCC5(CC4)OCCO5)ncnc3c2c1,x,0.6,44,x,15.1%,0.2%,12.7%,x,-2.0%,x,
O=C(NNC(=O)C1CC(c2cccnc2)=NO1)Nc1ccccc1F (stereo not drawn),-0.2%,1.0,54,0.7%,9.6%,-0.1%,-6.4%,-0.1%,14.1%,0.0%,
CC1(C)CC(=O)C2=C(C1)c1c(ccc3ccccc13)NC2c1ccc(C(=O)O)cc1 (stereo not drawn),2.9%,-0.3,93,0.1%,7.4%,0.0%,-1.1%,7.6%,25.1%,2.0%,
COc1ccc(-c2nnn(CC(=O)Nc3ccc4c(c3)OCCO4)n2)cc1OC,0.6%,-0.7,112,0.7%[50 µM],x,x,x,5.2%,x,-10.3%,
O=C(Cc1ccc(Br)cc1)N1CCN(C(=O)c2ccco2)CC1,1.2%,-0.8,53,0.0%,4.2%,-0.7%,2.3%,5.9%,-9.9%,5.0%,
CC(C)(C)c1ccc(C(=O)NCCC(=O)N2CCN(c3ncccn3)CC2)cc1,-0.6%,1.6,38,-0.9%,-1.1%,0.0%,2.4%,13.5%,-1.6%,8.0%,
CN(NC(=O)/C=C/C(=O)O)c1ncc(C(F)(F)F)cc1Cl,-1.2%,-2.1,84,0.0%,2.8%,0.3%,2.0%,17.4%,-11.7%,0.0%,
Cc1cccc(Cn2c(SCCN3CCCCC3)nc3c2c(=O)[nH]c(=O)n3C)c1,0.4%,1.7,64,0.5%,10.0%,-0.4%,-8.4%,8.2%,15.2%,1.4%,
Cc1ccccc1-c1nc(CN2CCC(C(=O)NC3CC3)CC2)c(C)o1,1.0%,-0.6,55,0.2%,16.4%,-0.1%,-1.2%,7.3%,20.7%,-0.9%,
Cc1cccc2c1-c1sc(C(=O)NCCCN3CCc4ccccc4C3)cc1CO2,14.3%,11.6,55,-0.2%,15.9%,-0.7%,-0.4%,3.1%,21.1%,-10.2%,
COc1ccc(C(=O)NNC(=S)NC(=O)c2ccccc2[N+](=O)[O-])cc1,-0.1%,-0.7,50,-9.4%,18.6%,-1.6%,-14.7%,0.0%,-13.0%,-3.6%,
CCOC(=O)N1CCC(=NNC(=O)NC2CCCCC2)CC1,-0.4%,-1.1,62,0.2%,11.7%,0.7%,4.5%,-0.1%,3.8%,3.0%,
Clc1ccc(Cn2c(-c3cccnc3Cl)nc3ccccc32)c(Cl)c1,2.8%,5.1,77,1.1%,4.8%,-0.3%,4.3%,-1.0%,-5.2%,-3.4%,
CSc1cccc(NC(=S)N(C(C)C)C(C)c2ccccn2)c1 (stereo not drawn),10.0%,3.1,45,0.2%,6.3%,0.6%,-5.3%,7.6%,4.0%,-6.0%,

# Source: PubChem BioAssay
